High-throughput results deposited in PubChem by several laboratories.
NPY2 pot ag – NPY-Y2 potentiators or agonists, primary screen, cell-based | cells expressing NPY-Y2, potentiator/agonist read-out | activation, % at 3.6 µM | 220,000 tested, 0.45% active | AID 1359, 2008 | Neuropeptide Y receptor type 2 (Homo sapiens), P49146; in the data active = activation above about 27%;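 also: cells stimulated with NPY near EC25 plus isoproterenol at EC100; 0% = vehicle plus submaximal agonist and 100% = vehicle plus saturating agonist; some results beyond the cut were filed as inactive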
RBBP9 inh – human RBBP9 inhibitors, primary screen, biochemical, fluorescence polarization, FP-Rh probe, HTS; 220,000 tested, 0.2% active; inhibition, % at 7.94 µM; recombinant RBBP9; Serine hydrolase RBBP9 (Homo sapiens), O75884;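 active = inhibition above the campaign mean of all tested compounds plus 3 SD, cut at about 14% in these data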;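 also: plate controls were DMSO wells with RBBP9 for no effect and wells lacking RBBP9 protein for full effect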
Target sequence (O75884 whole entry, looked up): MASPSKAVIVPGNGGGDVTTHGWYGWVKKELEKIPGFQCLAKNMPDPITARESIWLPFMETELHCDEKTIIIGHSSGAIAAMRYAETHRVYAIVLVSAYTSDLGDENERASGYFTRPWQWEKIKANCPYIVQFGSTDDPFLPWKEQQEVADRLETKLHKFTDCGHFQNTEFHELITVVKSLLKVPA
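System: RBBP9 protein / Quantity: 2.5 µM RBBP9 dispensing solution, before mixing / Also added: Serine-hydrolase probe FP-Rh, 375 nM pre-mixing / Dosing: 7.94 µM single dose, 0.794% DMSO / Timing: enzyme-compound preincubation 30 min, then probe labeling 45 min, 25 °C / Signal: FP readout at 525/598 nm / Controls: DMSO-treated enzyme wells and wells lacking RBBP9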
Runt-SMMHC FRET – inhibitors of RUNX1 Runt–CBFb-SMMHC binding, primary screen, biochemical, FRET, Cerulean-Runt, Venus-CBFb-SMMHC, uHTS; Runt-related transcription factor 1 (Homo sapiens) + Core-binding factor subunit beta …; AID 1434, 2008; Cerulean-Runt/Venus-CBFb-SMMHC FRET ratio 530/480, 1 h; inhibition, % at 20 µM; 220,000 tested, 0.74% active;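 active = mean inhibition across duplicate retests at 20 µM reaching about 50%, limit read from the data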;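 also: 0% = DMSO wells and 100% = wells with excess untagged CBFb-SMMHC; inhibitors lower the FRET ratio by blocking Runt binding to CBFb-SMMHC; some results filed as inactive read as strong as hits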
NPY1 pot ag – NPY-Y1 receptor potentiators or agonists, primary screen, cell-based; Neuropeptide Y receptor type 1 (Homo sapiens), P25929; NPY-Y1 expressing cells, potentiator/agonist activation; activation, % at 3.6 µM; 220,000 tested, 0.37% active; in the data active = activation above about 33%, passing the limit was not always enough;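 also: cells stimulated with NPY at EC10 then isoproterenol at EC100; 0% = low agonist plus stimulus and 100% = saturating agonist plus stimulus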
Target sequence (P25929 whole entry, looked up): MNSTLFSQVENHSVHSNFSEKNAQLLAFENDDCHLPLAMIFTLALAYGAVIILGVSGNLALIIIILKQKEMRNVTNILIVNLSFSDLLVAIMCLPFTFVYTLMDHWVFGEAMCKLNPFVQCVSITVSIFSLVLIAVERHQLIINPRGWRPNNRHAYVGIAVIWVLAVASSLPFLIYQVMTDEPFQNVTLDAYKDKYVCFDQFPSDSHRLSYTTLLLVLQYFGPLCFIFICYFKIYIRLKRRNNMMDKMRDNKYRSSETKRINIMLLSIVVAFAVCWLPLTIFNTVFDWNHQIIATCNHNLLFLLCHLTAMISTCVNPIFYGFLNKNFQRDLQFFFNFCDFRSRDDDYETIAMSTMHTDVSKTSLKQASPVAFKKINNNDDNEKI
Mdm2 ligase inh – MDM2-luciferase reporter signal enhancers, primary screen, MDM2 E3 ligase inhibitor project, cell-based, luminescence, 1536-well; E3 ubiquitin-protein ligase Mdm2 (Homo sapiens), Q00987; cell-based MDM2 ubiquitination luciferase reporter, 2 h; 0 = plate control, 100 = twice control, blank-subtracted; signal enhancement, % at 5 µM; 210,000 tested, 0.11% active; AID 1230, 2008;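 active = signal enhancement of 30% or more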;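 also: luminescence tracks abundance of the self-degrading MDM2-luciferase fusion protein; higher signal means inhibition of MDM2 E3 ligase activity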
Target sequence (Q00987 whole entry, looked up, the tested form may be a part): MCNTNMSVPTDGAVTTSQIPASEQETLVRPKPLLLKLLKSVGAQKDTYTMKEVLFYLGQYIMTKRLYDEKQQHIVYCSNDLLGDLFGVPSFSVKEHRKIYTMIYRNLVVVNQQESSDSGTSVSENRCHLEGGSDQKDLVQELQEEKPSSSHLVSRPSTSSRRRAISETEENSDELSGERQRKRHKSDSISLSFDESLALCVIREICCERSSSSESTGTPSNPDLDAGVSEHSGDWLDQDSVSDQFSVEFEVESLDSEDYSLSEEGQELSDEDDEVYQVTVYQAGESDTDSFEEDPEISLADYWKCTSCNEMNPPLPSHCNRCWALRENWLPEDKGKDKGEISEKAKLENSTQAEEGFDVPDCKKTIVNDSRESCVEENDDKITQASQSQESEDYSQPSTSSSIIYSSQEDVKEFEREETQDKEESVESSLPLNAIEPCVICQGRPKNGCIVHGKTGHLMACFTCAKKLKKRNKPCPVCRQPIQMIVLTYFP
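Test system: mammalian cells stably expressing self-ubiquitinating, self-degrading MDM2 E3–luciferase fusion; Amount: 2000 cells in each well; Medium: DMEM; Schedule: 4 h settle plus 2 h compound, 37 °C; Technique: SteadyLite luciferase luminescence after 15 min room-temperature reagent incubation; Benchmarks: plate control and blank wells.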
Runt-CBFb FRET – inhibitors of RUNX1 Runt–CBFb binding, primary screen, biochemical, FRET, Cerulean-Runt, Venus-CBFb, uHTS. Runt-related transcription factor 1 (Homo sapiens) + Core-binding factor subunit beta …. Cerulean-Runt/Venus-CBFb FRET ratio 530/480, 1 h. inhibition, % at 20 µM. 220,000 tested, 0.46% active. AID 1496, 2009;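 active = inhibition over about 50% at 20 µM in the single-dose screen, limit read from the data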;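 also: 0% = DMSO wells and 100% = excess unlabeled CBFb competitor control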
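Doses: 20 µM compound in 1% DMSO | Material: Cerulean-labeled Runt domain protein | Amount: Each fluorescent fusion protein 100 nM | Schedule: Two 1 h room-temperature incubations shielded from light | Measured by: FRET fluorescence | Evaluation: Loss of energy transfer signal | Controls: Unlabeled CBFb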
Hck Nef HTS – inhibitors of Nef-activated human Hck kinase, primary screen, biochemical, Z-Lyte FRET, 384-well, Hck-YEEI; Recombinant Hck-YEEI plus Nef, Z-Lyte FRET kinase assay; inhibition, % at 20 µM; 220,000 tested, 0.68% active; AID 463187, 2010;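 active = Hck-Nef kinase inhibition above about 50%, limit read from the data; inactive = inhibition below that limit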;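 also: 0% = DMSO with Hck plus Nef and 100% = Hck alone without Nef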
NPY Y1 blocker – NPY-Y1 receptor antagonists, primary screen, cell-based | AID 1040, 2008 | Neuropeptide Y receptor type 1 (Homo sapiens), P25929 | inhibition, % at 3.6 µM | HEK293-CNG Y1 cells, membrane potential fluorescence; NPY at EC95, then isoproterenol | 200,000 tested, 1% active;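 active = inhibition above the campaign mean inhibition of all tested compounds plus 3 SD, cut at about 20% in these data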;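 also: 0% = DMSO wells given NPY plus isoproterenol and 100% = isoproterenol alone without NPY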
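Assay system: HEK293 cells with Y1 receptor plus CNG channel | Probe or stimulus: NPY (25 nM), isoproterenol (1 µM), Ro 20-1724 (25 µM) | Timing: Compound incubation 1 h at room temperature, readout 45 min post-stimulation | Measured by: Membrane-potential fluorescent dye readout | Benchmarks: High control isoproterenol alone, low control NPY with isoproterenol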
p97 ATPase inh – inhibitors of human p97 ATPase, primary screen, biochemical; Transitional endoplasmic reticulum ATPase (Homo sapiens), P55072; recombinant p97 ATPase, Kinase-Glo ATP luminescence, 3 h; inhibition, % at 8 µM; 220,000 tested, 0.42% active; in the data active = inhibition above about 15%;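 also: 0% = DMSO vehicle and 100% = wells lacking enzyme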
The depositor's hits bear a star.

Screening CC1(C)CC2c3cccc(C(=O)O)c3C(=O)N2c2c1ccc1ccccc21 (centres undefined) returned NPY2 pot ag -12, RBBP9 inh -5, Runt-SMMHC FRET -2, NPY1 pot ag 2, Mdm2 ligase inh 6, Runt-CBFb FRET 0, Hck Nef HTS 3, NPY Y1 blocker 2 and p97 ATPase inh 10.
Screening Cc1ccccc1Cn1cnc2c([N+](=O)[O-])c(C)c(C)cc21 returned NPY2 pot ag -15, RBBP9 inh 4, Runt-SMMHC FRET 2, NPY1 pot ag -24, Mdm2 ligase inh -9, Runt-CBFb FRET -1, Hck Nef HTS 2, NPY Y1 blocker 3 and p97 ATPase inh -1.
CC(C)c1nnc(NC(=O)c2c(O)c3cccc4c3n(c2=O)CCC4)s1 was read as NPY2 pot ag 0, RBBP9 inh -1, Runt-SMMHC FRET -50, NPY1 pot ag 28, Mdm2 ligase inh -1, Runt-CBFb FRET 2, Hck Nef HTS 0, NPY Y1 blocker 0 and p97 ATPase inh 6.
CCOC(=O)c1c(C)[nH]c(C(=O)COC(=O)CNC(=O)c2ccc(Cl)cc2)c1C was read as NPY2 pot ag 2, RBBP9 inh -8, Runt-SMMHC FRET 1, NPY1 pot ag -8, Mdm2 ligase inh -5, Runt-CBFb FRET -5, Hck Nef HTS 1, NPY Y1 blocker 1 and p97 ATPase inh 6.
Screening Cc1nc(SCC(=O)O)n[nH]1 returned NPY2 pot ag 15, RBBP9 inh -9, Runt-SMMHC FRET 0, NPY1 pot ag -5, Mdm2 ligase inh -6, Runt-CBFb FRET 2, Hck Nef HTS 10 and p97 ATPase inh -1.
O=C(CSc1nnc(-c2cccnc2)n1-c1ccccc1)NCc1ccc2c(c1)OCO2 was read as NPY2 pot ag -3, RBBP9 inh -4, Runt-SMMHC FRET 8, NPY1 pot ag -15, Mdm2 ligase inh -16, Runt-CBFb FRET 1, Hck Nef HTS 0, NPY Y1 blocker -6 and p97 ATPase inh 0.
`COc1ccc(-n2c(C)cc(C(=O)COc3ccc(C)nc3[N+](=O)[O-])c2C)cc1` gave NPY2 pot ag -1, RBBP9 inh -10, Runt-SMMHC FRET 9, NPY1 pot ag -19, Mdm2 ligase inh -7, Runt-CBFb FRET 11, Hck Nef HTS 2, NPY Y1 blocker 1 and p97 ATPase inh -6.
For CC(C)OC(=O)CSc1nc(N)c(C#N)cc1C#N the results were NPY2 pot ag -21, RBBP9 inh -1, Runt-SMMHC FRET -1, NPY1 pot ag -19, Mdm2 ligase inh -6, Runt-CBFb FRET 0, Hck Nef HTS 0, NPY Y1 blocker 14 and p97 ATPase inh 3.
For CCSC1=C(C#N)C(CC(C)C)C2=C(CCCC2=O)N1 (centres undefined) the results were NPY2 pot ag 22, RBBP9 inh 11, Runt-SMMHC FRET 13, NPY1 pot ag 22, Mdm2 ligase inh 7, Runt-CBFb FRET 4, Hck Nef HTS 16 and p97 ATPase inh 0.
O=C(NC1=NCCS1)c1sc2cc(Cl)cc(Cl)c2c1Cl was read as NPY2 pot ag -4, RBBP9 inh 1, Runt-SMMHC FRET 3, NPY1 pot ag 6, Mdm2 ligase inh -6, Runt-CBFb FRET -1, Hck Nef HTS 4, NPY Y1 blocker -2 and p97 ATPase inh 6.
Screening Cc1c(C(=O)Nc2ccccc2C(=O)N2CCOCC2)cccc1[N+](=O)[O-] returned NPY2 pot ag -1, RBBP9 inh -3, Runt-SMMHC FRET -7, NPY1 pot ag -8, Mdm2 ligase inh -1, Runt-CBFb FRET 2, Hck Nef HTS 4, NPY Y1 blocker -2 and p97 ATPase inh 5.
For Cc1ccc(OCCCC(=O)N2CCOCC2)cc1 the results were NPY2 pot ag 13, RBBP9 inh 5, Runt-SMMHC FRET 0, NPY1 pot ag 11, Mdm2 ligase inh 14, Runt-CBFb FRET -3, Hck Nef HTS 2, NPY Y1 blocker 8 and p97 ATPase inh 3.
`CC1(C)Cc2c(c(N3CCOCC3)nc3sc4c(NCCN5CCOCC5)nnnc4c23)CS1` gave NPY2 pot ag 0, RBBP9 inh -7, Runt-SMMHC FRET 0, NPY1 pot ag 3, Mdm2 ligase inh 12, Runt-CBFb FRET 0, Hck Nef HTS -6 and p97 ATPase inh -14.
For CCOc1cc(NC(=O)C2CCCCC2)c(OCC)cc1NC(=O)c1ccccn1 the results were NPY2 pot ag 2, RBBP9 inh -6, Runt-SMMHC FRET -2, NPY1 pot ag 0, Mdm2 ligase inh -4, Runt-CBFb FRET -5, Hck Nef HTS -6, NPY Y1 blocker 3 and p97 ATPase inh 2.
CCOC(=O)CSC1=C(C#N)C(c2sccc2C)CC(=O)N1 (centres undefined) was read as NPY2 pot ag -6, RBBP9 inh -7, Runt-SMMHC FRET 1, NPY1 pot ag -25, Mdm2 ligase inh 2, Runt-CBFb FRET -4, Hck Nef HTS 7, NPY Y1 blocker 7 and p97 ATPase inh 4.
For Cc1csc(NC(=O)CSCC(=O)Nc2ccccc2)n1 the results were NPY2 pot ag 6, RBBP9 inh -4, Runt-SMMHC FRET 2, NPY1 pot ag 27, Mdm2 ligase inh 0, Runt-CBFb FRET 0, Hck Nef HTS 0, NPY Y1 blocker -2 and p97 ATPase inh 5.
`CC1CCc2c(sc3ncn(Cc4ccc(C(=O)O)cc4)c(=O)c23)C1` (centres undefined) gave NPY2 pot ag -13, RBBP9 inh -2, Runt-SMMHC FRET 0, NPY1 pot ag 8, Mdm2 ligase inh -15, Runt-CBFb FRET -1, Hck Nef HTS 8, NPY Y1 blocker 0 and p97 ATPase inh 15*.
O=C(c1nc2nc(-c3ccccc3)cc(C(F)(F)F)n2n1)N1CCOCC1 was read as NPY2 pot ag 1, RBBP9 inh -7, Runt-SMMHC FRET 3, NPY1 pot ag 9, Mdm2 ligase inh -6, Runt-CBFb FRET 0, Hck Nef HTS -1, NPY Y1 blocker 0 and p97 ATPase inh 1.
For COc1cccc(/C=N/Nc2snc(SC)c2C#N)c1O the results were NPY2 pot ag 8, RBBP9 inh -2, Runt-SMMHC FRET -110, NPY1 pot ag 50*, Mdm2 ligase inh -25, Runt-CBFb FRET -41, Hck Nef HTS -6, NPY Y1 blocker -1 and p97 ATPase inh 5.
For Cc1[nH]n(-c2ccccc2)c(=O)c1C(C[N+](=O)[O-])c1ccc(Br)cc1 (centres undefined) the results were NPY2 pot ag -8, RBBP9 inh -7, Runt-SMMHC FRET 9, NPY1 pot ag -18, Mdm2 ligase inh -16, Runt-CBFb FRET 26, Hck Nef HTS 2, NPY Y1 blocker -2 and p97 ATPase inh -2.

Fetched by compound from above (three):
CCOC(=O)c1c(C)[nH]c(C(=O)COC(=O)CNC(=O)c2ccc(Cl)cc2)c1C was read as NPY2 pot ag 2, RBBP9 inh -8, Runt-SMMHC FRET 1, NPY1 pot ag -8, Mdm2 ligase inh -5, Runt-CBFb FRET -5, Hck Nef HTS 1, NPY Y1 blocker 1 and p97 ATPase inh 6.
Screening Cc1ccccc1Cn1cnc2c([N+](=O)[O-])c(C)c(C)cc21 returned NPY2 pot ag -15, RBBP9 inh 4, Runt-SMMHC FRET 2, NPY1 pot ag -24, Mdm2 ligase inh -9, Runt-CBFb FRET -1, Hck Nef HTS 2, NPY Y1 blocker 3 and p97 ATPase inh -1.
Screening Cc1nc(SCC(=O)O)n[nH]1 returned NPY2 pot ag 15, RBBP9 inh -9, Runt-SMMHC FRET 0, NPY1 pot ag -5, Mdm2 ligase inh -6, Runt-CBFb FRET 2, Hck Nef HTS 10 and p97 ATPase inh -1.

The list goes on:
Screening CC(C)CNC(CC(=O)O)c1ccccc1 (centres undefined) returned NPY2 pot ag -16, RBBP9 inh 0, Runt-SMMHC FRET 0, NPY1 pot ag -28, Mdm2 ligase inh -14, Runt-CBFb FRET -1, Hck Nef HTS 25, NPY Y1 blocker 2 and p97 ATPase inh 1.
`COc1ccc(C(=O)NC2(C(F)(F)F)NC(=O)N(CCCc3ccccc3)C2=O)cc1OC` (centres undefined) gave NPY2 pot ag 0, RBBP9 inh -4, Runt-SMMHC FRET 0, NPY1 pot ag 5, Mdm2 ligase inh -5, Runt-CBFb FRET -7, Hck Nef HTS 4, NPY Y1 blocker 4 and p97 ATPase inh 1.
Cc1cccc(-n2ccnc2CN2CCN(C3CCCC3)C(CCO)C2)c1 (centres undefined) was read as NPY2 pot ag 3, RBBP9 inh 5, Runt-SMMHC FRET -2, NPY1 pot ag -9, Mdm2 ligase inh -23, Runt-CBFb FRET 0, Hck Nef HTS 5, NPY Y1 blocker 2 and p97 ATPase inh 0.
For CC[N+](CC)(CC)C/C(N)=N/O the results were NPY2 pot ag -6, RBBP9 inh -1, Runt-SMMHC FRET -2, NPY1 pot ag -3, Mdm2 ligase inh -9, Runt-CBFb FRET -2, Hck Nef HTS 1, NPY Y1 blocker 3 and p97 ATPase inh 2.
For N#CC1=C(N)Oc2ccc3ccc(O)cc3c2C1c1cccnc1 (centres undefined) the results were NPY2 pot ag 17, RBBP9 inh -8, Runt-SMMHC FRET -4, NPY1 pot ag 17, Mdm2 ligase inh 3, Runt-CBFb FRET -1, Hck Nef HTS 1, NPY Y1 blocker 2 and p97 ATPase inh 7.
